NSD2 HMT inh = NSD2 histone methyltransferase inhibitors, primary screen, biochemical, AlphaScreen, single concentration, set 2; Histone-lysine N-methyltransferase NSD2 (Homo sapiens), O96028; AID 743445, 2014; actives 0.54% (n = 310,000); NSD2 peptide methylation, 120 min; inhibition, % at 12.5 µM; in the data active = inhibition above about 50%
dFosB activator = activators of delta FosB homodimer, primary screen, biochemical, fluorescence polarization, TAMRA-CDK5 oligo, single point | Protein FosB (Mus musculus), P13346 | purified delta FosB; percent of positive-control signal above neutral wells | activation, % at 25 µM | actives 0.99% (n = 340,000) | AID 493131, 2011;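 active = mean activation above about 17%, with every replicate also reaching it, limit read from the data, passing the limit was not always enough; inconclusive = only one of the two conditions met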;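 also: fluorescence polarization rise as delta FosB binds a TAMRA Cdk5 AP-1 oligo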
Target sequence (P13346 whole entry, looked up): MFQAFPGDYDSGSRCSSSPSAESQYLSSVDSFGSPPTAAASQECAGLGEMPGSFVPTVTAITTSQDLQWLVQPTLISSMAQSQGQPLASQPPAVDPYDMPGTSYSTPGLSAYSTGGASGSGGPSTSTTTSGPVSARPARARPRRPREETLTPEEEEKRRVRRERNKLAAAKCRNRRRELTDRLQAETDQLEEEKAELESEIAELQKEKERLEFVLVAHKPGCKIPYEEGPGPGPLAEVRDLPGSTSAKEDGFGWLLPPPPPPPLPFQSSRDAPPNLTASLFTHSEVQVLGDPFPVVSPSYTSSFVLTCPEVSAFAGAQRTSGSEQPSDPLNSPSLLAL
SUMO Mot1 rescue = yeast Mot1-301 growth rescue at high temperature, primary screen, SUMOylation pathway inhibitor project, S. cerevisiae, ATP luminescence, 38.5C; S. cerevisiae Mot1-301 growth rescue; percent above DMSO median, 100 means doubled; growth rescue, % at 18.8 µM; actives 1% (n = 320,000);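 active = every valid replicate shows activation above 250% relative to neutral control wells; inactive = the rest, any valid replicate at or below 250%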;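 also: OY570 slx delta 5 strain wells were the positive control but not used for scaling; some compounds called inactive have numbers as strong as hits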
Rtt109 Vps75 = inhibitors of C. albicans Rtt109/Vps75 HAT, primary screen, biochemical, ThioGlo CoA-SH fluorescence, plate reader; AID 540336, 2011; actives 0.16% (n = 330,000); purified Rtt109/Vps75, 4 h; inhibition, % at 34.9 µM;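 active = inhibition of at least 50% in every replicate; inconclusive = best replicate reaches 50% inhibition but some replicates fall short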
Target sequence (Q5AAJ8 whole entry, looked up): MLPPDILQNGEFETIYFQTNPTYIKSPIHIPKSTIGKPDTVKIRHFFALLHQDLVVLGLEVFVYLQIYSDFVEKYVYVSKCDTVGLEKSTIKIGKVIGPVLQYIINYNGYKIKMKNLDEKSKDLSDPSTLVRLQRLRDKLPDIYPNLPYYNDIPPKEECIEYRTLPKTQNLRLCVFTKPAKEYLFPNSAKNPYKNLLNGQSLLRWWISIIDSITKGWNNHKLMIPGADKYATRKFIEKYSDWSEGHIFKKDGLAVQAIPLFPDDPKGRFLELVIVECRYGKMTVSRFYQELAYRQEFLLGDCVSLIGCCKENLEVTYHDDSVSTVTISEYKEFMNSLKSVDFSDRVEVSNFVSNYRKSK
cardiac RTF act = cardiac RTF calcium sensitivity activators, primary screen, biochemical, IANBD-TnC fluorescence, EC20 calcium | activation, % at 7.2 µM | actives 0.24% (n = 340,000) | Troponin I, cardiac muscle (Homo sapiens) + Troponin T, cardiac muscle (Homo sapiens) + … | AID 493008, 2010 | IANBD-labeled TnC RTF fluorescence at EC20 calcium; 0% EC20 calcium, 100% full calcium;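 active = activation above the mean over all tested compounds plus 3 SD, cut at about 30% in these data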;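 also: rise in fluorescence read as greater calcium sensitivity of cardiac thin filaments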
C-LANA FP = inhibitors of KSHV C-LANA binding to DNA, primary screen, biochemical, fluorescence polarization, FAM-LBS DNA, MBP-C-LANA, single point; Kaposi's sarcoma herpesvirus LANA C-terminal domain (residues 932-1162) DNA binding; inhibition, % at 9 µM; actives 0.078% (n = 340,000);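 active = highest replicate inhibition at or above 60% at 9 µM, even if other replicates fall short; inactive = all replicates below 60% inhibition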;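 also: 0% = neutral control wells and 100% = 4 µM acridine orange control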
PfHsp90 set2 = growth inhibition of PfHsp90-expressing yeast, primary screen, antimalarial PfHsp90 inhibitor project, S. cerevisiae, BacTiter-Glo luminescence, single point, set 2 | inhibition, % at 9.4 µM | actives 0.32% (n = 310,000) | BacTiter-Glo ATP, 48 h; yeast lacking PDR1 and PDR3 efflux regulators;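 active = every replicate shows inhibition above about 80%, whatever the replicate mean, limit read from the data; inconclusive = mean inhibition reaches the set limit but some replicate falls short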;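 also: 0% = DMSO neutral controls and 100% = 20 µM radicicol positive controls; yeast relying on Plasmodium falciparum Hsp90 in place of its own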
CDK5 p35 inh = inhibitors of human CDK5/p35 kinase, primary screen, biochemical, single concentration. Cyclin-dependent kinase 5 (Homo sapiens) + Cyclin-dependent kinase 5 activator 1 (Homo …. Recombinant CDK5/p35, ADP-Glo luminescence, 60 min. inhibition, % at 10 µM. actives 0.01% (n = 330,000). AID 488839, 2010;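 active = highest replicate inhibition of at least 50% and at least 75% of replicates reaching 50%; inconclusive = only one of the two criteria met; inactive = both criteria failed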;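 also: plate controls were DMSO neutral control for no effect and GW8510 at 10 µM for full effect; many of its hits are not listed in these tables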
PvdQ inh = P. aeruginosa PvdQ acylase inhibitors, primary screen, biochemical, fluorescence, plate reader and imaging, single point. PvdQ acylase [Pseudomonas aeruginosa LESB58]. purified PvdQ acylase. inhibition, % at 10 µM. actives 0.063% (n = 340,000). AID 488965, 2010; in the data active = inhibition above about 30%, passing the limit was not always enough; inconclusive = no clear call, values can overlap the other calls;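 also: 0% = vehicle neutral wells and 100% = reference inhibitor wells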
RTF Ca sens inh = cardiac RTF calcium sensitivity inhibitors, primary screen, biochemical, IANBD-TnC fluorescence, EC70 calcium | Troponin I, cardiac muscle (Homo sapiens) + Troponin T, cardiac muscle (Homo sapiens) + … | IANBD-labeled cardiac RTF, Ca2+ fluorescence | inhibition, % at 7.15 µM | actives 0.12% (n = 340,000) | AID 493244, 2011;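 active = inhibition above the mean inhibition of all tested compounds plus 3 SD, cut at about 17% in these data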;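 also: assay run at fixed EC70 calcium of 1.6 mM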
Keap1-Nrf2 PPI = Keap1-Nrf2 protein-protein interaction inhibitors, primary screen, biochemical, fluorescence polarization, single point | actives 0.15% (n = 340,000) | inhibition, % at 9.4 µM | AID 504523, 2011 | Keap1 Kelch-Nrf2 peptide fluorescence polarization, 1536-well | Kelch-like ECH-associated protein 1 (Homo sapiens), Q14145; in the data active = inhibition above about 12%; inconclusive = no clear call, values can overlap the other calls; inactive = below about 7.3%;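 also: human Keap1 Kelch domain with fluorescein labeled Nrf2 9mer peptide probe; 0% = neutral control wells and 100% = peptide positive control; higher means more block of Keap1 binding to Nrf2 peptide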
An asterisk follows results filed as active; u = inconclusive; x = not tested or not shown.

SMILES	NSD2 HMT inh	dFosB activator	SUMO Mot1 rescue	Rtt109 Vps75	cardiac RTF act	C-LANA FP	PfHsp90 set2	CDK5 p35 inh	PvdQ inh	RTF Ca sens inh	Keap1-Nrf2 PPI
Cc1ccccc1NC(=O)/C=C/c1cccs1	-3	-3	18	9	5	-0.8	27	-3.4	-13	-12	3
COc1ccc(/C=C/C(=O)N(C)Cc2cccs2)cc1S(=O)(=O)N1CCOCC1	0	-9	-1	-1	2	0.5	16	1.0	-15	-3	-2
CCOc1ccccc1NC(=O)CCC(=O)Nc1nnc(C2CCCCC2)s1	-12	-10	-9	-2	7	-0.8	1	1.4	-23	1	-7
Cc1ccc(S(=O)(=O)Nc2nc(-c3ccccc3)cs2)cc1	2	-20	212	13	2	-0.2	5	-1.1	-11	1	0
Cc1ccc(-c2nnn(CC(=O)N(c3ccc(F)cc3)C(C(=O)NC(C)(C)C)c3ccco3)n2)o1 (configuration not stated)	-1	6	x	-48	3	-0.8	8	-0.8	-14	-3	-4
O=C(Nc1ccn(CCCNCc2ccccc2)c(=O)n1)OCc1ccccc1	x	-5	x	-11	2	-0.6	7	-0.9	3	-3	3
Cc1cc(=O)n(Cc2ccccc2)c2c(C)cccc12	-5	4	290	6	3	1.6	2	0.4	-11	1	-5
COc1ccc(C2CC(c3cccs3)n3nc(N)nc3N2)cc1 (configuration not stated)	x	0	-14	-3	3	10	2	1.2	7	-3	1
Cc1ccccc1C(=O)NNC(=O)c1cc(S(=O)(=O)N2CCOCC2)ccc1C	-1	-3	1	6	-3	3.0	-5	-0.1	0	-8	-1
CSc1nnc(NC(=O)c2nc(S(=O)(=O)Cc3cccc(C)c3)ncc2Cl)s1	-1	-5	-1	u	-2	1.0	10	-2.3	-11	-10	0
O=C1NC(=O)N(C2CCCCC2)CC1Br (configuration not stated)	1	-2	x	2	1	-2.0	6	-1.8	-4	-4	-1
O=C(Nc1ccc(S(=O)(=O)N2CCCCC2)cc1)c1cccnc1Cl	-6	-10	41	0	-6	-1.7	25	-1.2	-4	-10	-6
COc1ccc(C(=O)NCC(=O)N/N=C/c2cn[nH]c2-c2ccccc2)cc1	-4	-8	-13	12	-4	0.5	x	-0.8	3	7	0
CC1CCCCC12NC(=O)N(CC(=O)NC(=O)NCc1ccco1)C2=O (configuration not stated)	121*	3	-12	-4	-6	0.0	-21	-0.4	-11	0	0
CCCCN(C(=O)CCC(=O)Nc1cc(C)on1)C(C(=O)NC1CCCC1)c1cccc(OC)c1 (configuration not stated)	1	-5	-12	5	-5	-1.3	3	1.5	9	0	-7
O=C(Cc1ccccc1)NCCCN1CCN(CCCNC(=O)Cc2ccccc2)CC1	-3	-3	12	-7	-1	-1.6	20	0.7	-10	-5	-5
NC(=O)Nc1ccccc1C(=O)N1CCC(O)(c2ccc(Cl)cc2)CC1	1	3	x	-1	-2	-0.9	10	-0.6	5	-1	-3
Cc1ccc(-c2nc(SCC(=O)c3c(N)n(C)c(=O)n(C)c3=O)n[nH]2)cc1	0	32*	-17	-4	7	0.3	5	5.3	9	-1	-3
C/C=C(\C)C(=O)NCCN1C2=NC[C@H](Cc3ccccc3)N2C[C@@H]1Cc1ccc(OC)cc1	x	-1	-13	13	5	1.1	19	-2.0	-9	6	-4
O=C(CC1C(=O)NCCN1C(=O)Nc1ccc(F)cc1)Nc1ccc(F)cc1 (configuration not stated)	-4	-14	-8	-17	1	-0.3	3	-0.7	-10	6	-3
CC(=O)N1CCC(N(C(=O)Nc2ccc(Cl)cc2)C(C)C)CC1	-22	6	70	1	11	0.9	-2	-2.3	-8	-13	-5
O=S(=O)(NCCNc1ncc(C(F)(F)F)cc1Cl)C(F)(F)F	-5	-5	10	4	3	0.9	8	0.4	-15	-3	8
O=C(Nc1ccc(Cl)c(S(=O)(=O)N2CCOCC2)c1)c1cc(-c2ccccn2)nc2ccccc12	-1	6	-11	-6	1	0.4	32	-2.7	-4	2	-2
Cc1[nH]c2ccccc2c1C(=O)COc1ccccc1	-1	1	-3	1	0	-0.2	15	-1.0	1	-13	1
CCC(=O)N1CCc2cc(S(=O)(=O)NCCC(=O)N3CCN(c4ccccc4)CC3)ccc21	-4	-14	4	9	3	0.1	-5	1.6	-11	-13	-1
CC1(C)SC(=S)N(NC(=O)Nc2ccccc2)C1N(O)C(=O)Nc1cccc2ccccc12 (configuration not stated)	-2	-4	12	-2	3	0.8	-6	-1.4	-34	2	-2
COc1cc(CNn2nnnc2N)cc(Br)c1OCC(=O)NC(C)(C)C	-1	-3	-2	-20	-4	-0.9	-126	1.1	-4	-9	2
OCc1cccc(Nc2ncnc3sc4c(c23)CCCCC4)c1	-4	-2	-11	-7	-7	0.9	14	-0.7	4	-9	1
CCN(C(=O)COC(=O)CN(C)S(=O)(=O)c1ccc(NC(C)=O)cc1)C1CCS(=O)(=O)C1 (configuration not stated)	-2	4	-1	3	0	-0.3	-11	-0.1	-7	-10	3
COc1cc([N+](=O)[O-])ccc1NC(=O)CSc1nnc(C)c(C)n1	-1	-4	-6	7	8	-0.3	x	1.0	-14	-14	2
CCN1CCCC1CNCc1cccc(OC)c1OCc1ccccc1 (configuration not stated)	2	-7	5	4	8	-4.3	-4	-0.3	-11	-2	-7
Cc1ccc(-c2csc(NC(=S)NC(=O)/C=C/c3ccco3)n2)cc1	-1	0	-15	6	-6	0.8	-12	-1.2	2	-6	5
CC(C)(C)OC(=O)NCCCC[C@H](NC(=O)c1nc[nH]c1C(=O)NC(c1ccccc1)c1ccccc1)C(=O)OC(C)(C)C	x	3	-2	0	-11	0.7	-9	1.6	-14	-5	1
O=C(COC(=O)c1ccc(Br)cc1)NCCC1=CCCCC1	-1	-3	69	-15	-2	-0.3	23	-2.2	-10	-25	-1
CN1CCC(N(C)S(=O)(=O)c2ccc(NC(=O)COc3ccc([N+](=O)[O-])cc3)cc2)CC1	10	-2	x	-2	-2	0.1	x	1.6	-16	-28	-2
Cc1ccc(N/N=C/c2ccncc2)cc1	5	-1	27	-3	-4	-0.1	15	0.5	-18	2	1

A draw from above in order of formula weight, descending:
SMILES	NSD2 HMT inh	dFosB activator	SUMO Mot1 rescue	Rtt109 Vps75	cardiac RTF act	C-LANA FP	PfHsp90 set2	CDK5 p35 inh	PvdQ inh	RTF Ca sens inh	Keap1-Nrf2 PPI
CC(C)(C)OC(=O)NCCCC[C@H](NC(=O)c1nc[nH]c1C(=O)NC(c1ccccc1)c1ccccc1)C(=O)OC(C)(C)C	x	3	-2	0	-11	0.7	-9	1.6	-14	-5	1
CCN(C(=O)COC(=O)CN(C)S(=O)(=O)c1ccc(NC(C)=O)cc1)C1CCS(=O)(=O)C1 (configuration not stated)	-2	4	-1	3	0	-0.3	-11	-0.1	-7	-10	3
CC1(C)SC(=S)N(NC(=O)Nc2ccccc2)C1N(O)C(=O)Nc1cccc2ccccc12 (configuration not stated)	-2	-4	12	-2	3	0.8	-6	-1.4	-34	2	-2
COc1cc(CNn2nnnc2N)cc(Br)c1OCC(=O)NC(C)(C)C	-1	-3	-2	-20	-4	-0.9	-126	1.1	-4	-9	2
O=C(COC(=O)c1ccc(Br)cc1)NCCC1=CCCCC1	-1	-3	69	-15	-2	-0.3	23	-2.2	-10	-25	-1
CCN1CCCC1CNCc1cccc(OC)c1OCc1ccccc1 (configuration not stated)	2	-7	5	4	8	-4.3	-4	-0.3	-11	-2	-7
OCc1cccc(Nc2ncnc3sc4c(c23)CCCCC4)c1	-4	-2	-11	-7	-7	0.9	14	-0.7	4	-9	1
Cc1ccc(N/N=C/c2ccncc2)cc1	5	-1	27	-3	-4	-0.1	15	0.5	-18	2	1

Continued.
SMILES	NSD2 HMT inh	dFosB activator	SUMO Mot1 rescue	Rtt109 Vps75	cardiac RTF act	C-LANA FP	PfHsp90 set2	CDK5 p35 inh	PvdQ inh	RTF Ca sens inh	Keap1-Nrf2 PPI
O=C(Nc1ccc(Cl)cc1)Nc1nc(-c2ccccc2)cs1	-1	30*	-4	-3	-1	0.1	5	0.9	-11	-5	2
CCN(CC)S(=O)(=O)c1ccc(-c2nnc(SCC(N)=O)n2CC)cc1	3	4	-7	8	-6	0.3	-5	1.7	-9	-4	-2
O=C(CSc1ncccn1)N1CCN(S(=O)(=O)c2ccccc2)CC1	-1	-4	x	-7	-2	-2.0	2	-6.3	1	1	-5
O=C(NC(=S)N1CCCCCC1)c1ccc(Cl)cc1Cl	5	-1	-10	-4	x	0.2	-6	0.2	-7	x	-2
CCCOP(=O)(OCCC)C(Nc1cccc(C(F)(F)F)c1)c1ccc(C)cc1 (configuration not stated)	-6	2	8	-6	1	-0.7	-12	-0.9	-8	0	-1
Cc1cc(C)c2cc(C(O)c3nnnn3Cc3ccccc3)c(=O)[nH]c2c1 (configuration not stated)	2	3	8	-3	-1	2.1	-13	-3.0	-10	0	-3
O=C(COC(=O)c1nn(CCO)c(=O)c2ccccc12)Nc1ccc(Cl)c(Cl)c1	-1	-21	16	-3	-4	0.8	-7	0.0	-8	-2	4
O=C(Nc1cc(C(F)(F)F)ccc1N1CCOCC1)c1cn2ccccc2n1	2	-1	-2	x	4	-1.2	x	-0.6	-6	-4	-4
Cc1cc(C)cc(NC(=O)c2cc(=O)c3ccccc3o2)c1	-2	-6	-7	-7	2	0.4	-5	0.2	-8	10	1
COCC(=O)n1nc(NCc2ccc(OC)cc2)nc1NCc1ccc(OC)cc1	3	-17	394*	-4	2	0.1	25	1.9	-6	-12	1
Cc1ccc(Cn2c(C(=O)O)cc3sccc32)cc1	0	0	5	-1	-6	0.3	8	-0.6	4	-8	-6

Screening results from PubChem.
